a7 integrin act = activates integrin-mediated alleviation for muscular dystrophy; AID 624291; 350,000 compounds, 0.064% hits; alpha7betagal myoblasts, beta-gal FDG fluorescence, 48 h; Potency, µM (series often up to 38.3 µM), for inactives: at the top dose activation, most hits filed as activators;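 also: potency is read from the fitted curve at half-maximal effect; 100% = response of the positive control SU9516; nearly all actives have a fitted effect of over 60% in size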
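alpha7betagal+/- myoblasts (passage 13, 250/well) treated 48 h at 37C with compounds at 1:260 dilution of DMSO stock. Lysed, then beta-galactosidase activity read as FDG fluorescence (ex 480/em 540) after 30 min, with pre-read for autofluorescence.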
TCR act = T cell receptor activation; 330,000 tested, under 10 active; primary human leukocytes, anti-CD3, IL-2 HTRF, 48 h; Potency, µM (doses to about 9.22 µM), without a hit: at the highest dose activation of IL-2 secretion, usual class: activators; AID 504894; also: % of control where 0% means no effect
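Compounds are tested in HTS on primary human leukocytes co-incubated with a-CD3 beads for 48 hr. IL-2 output is measured by time-resolved FRET.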
BRCA1 expr act = activators of BRCA1 expression; MCF7-BRCA1-FFLuc reporter, luminescence, 48 h; response scale: scaled: vehicle 0%, 10 µM genistein 100%; 380,000 compounds, 1.1% hits; Potency, µM (titrated, usually from 46.1 µM), for the others: top-dose activation, hits mostly activators; AID 624202; also: potency is read from the fitted curve at half-maximal effect; nearly all actives have a fitted effect of over 80% in size; some results filed as inactive show a strong effect at the top dose
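48 h compound treatment of MCF7-BRCA1-FFLuc cells (phenol-red free MEM, 37 °C), then 15 min with luciferase substrate and luminescence imaging.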
PTAP TSG101 blk = blocks PTAP/TSG101 interaction to inhibit HIV-1 budding; Q99816; Fluorescence polarization, FITC-PTAP peptide / Tsg101 binding; Potency, µM (top dose mostly 115 µM), for inactives: at the highest dose activity change, negative = inhibition, usual class: inhibitors; 340,000 tested, under 10 active; active = well fitted inhibition curve with a large enough effect in the main read-out, with a control signal flat, not every such curve was filed as active; inconclusive = small, poorly fitted or top-dose-only effect, or effect the other way, or a change in a side signal; inactive = no such curve, though single readings can be large or run the other way; also: potency is read from the fitted curve at half-maximal effect; % of control where 0% means no effect
Target sequence (Q99816 whole entry, looked up): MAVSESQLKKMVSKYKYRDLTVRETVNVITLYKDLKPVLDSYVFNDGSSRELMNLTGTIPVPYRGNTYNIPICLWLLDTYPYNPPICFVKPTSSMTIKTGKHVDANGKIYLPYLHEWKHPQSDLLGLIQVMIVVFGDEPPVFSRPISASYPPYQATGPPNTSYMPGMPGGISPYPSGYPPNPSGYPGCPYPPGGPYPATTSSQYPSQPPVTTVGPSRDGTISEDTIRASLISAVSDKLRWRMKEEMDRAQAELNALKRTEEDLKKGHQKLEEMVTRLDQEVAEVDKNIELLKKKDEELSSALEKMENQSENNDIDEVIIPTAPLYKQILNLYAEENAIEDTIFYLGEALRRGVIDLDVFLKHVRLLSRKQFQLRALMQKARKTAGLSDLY
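Fluorescence anisotropy tracks displacement of a FITC-tagged PTAP peptide (50 nM) from the Tsg101 binding domain (10 uM), following a 20 min room-temperature incubation at pH 7.5.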
* = called active by the depositor; ? = inconclusive; · = not tested or not shown; & = joins results of further samples; [ ] = another dose, or the depositor's remark. Unless noted, calls follow the shape of the dose curve; as a rule, active = well fitted curve in the direction sought with a large enough effect; inconclusive = small, poorly fitted or top-dose-only effect, or another doubt; inactive = no such curve, though single readings can be large; an effect the other way counts as inactive or inconclusive. Some of the compounds tested; count on the stated rates, not on these rows.

SMILES | a7 integrin act | TCR act | BRCA1 expr act | PTAP TSG101 blk
O=C(c1ccc2nc3ccc(Cl)cc3c(=O)n2c1)N1CCC2(CC1)OCCO2 | -18.4% | · | 47.1% | ·
O=S(=O)(c1ccccc1)N1Cc2ccccc2-n2nncc2C1 | 3.2% | · | 2.0% | ·
COC(=O)C1=C(c2ccc(OCc3ccccc3)cc2)C[C@@H]2CC[C@H]1N2C(=O)NCCc1ccc(F)cc1 | -48.4%[inhibitor] | · | -55.2% | ·
C[C@H](CO)N1C[C@H](C)[C@H](CN(C)S(=O)(=O)c2ccc(Cl)cc2)OCc2ccccc2-c2c(n(C)c3ccccc23)C1=O | -61.0%[inhibitor] | · | -69.2% | ·
COC(=O)C1=C(c2ccc(OCc3ccccc3)cc2)C[C@@H]2CC[C@H]1N2C(=O)NCc1ccc(OC)cc1 | 0.0% | · | -50.1% | ·
Cc1ncoc1C(=O)NCC1=C(c2cccc3ccccc23)C[C@@H]2CC[C@H]1N2Cc1ccco1 | -23.0% | · | -1.0% | ·
Cc1ncoc1C(=O)NCC1=C(c2ccc(S(C)(=O)=O)cc2)C[C@@H]2CC[C@H]1N2CCOc1ccccc1 | 12.3% | · | -4.1% | ·
CC(C)N=C(NC(C)C)N1CC1 | 23.0% | · | 0.2% | ·
c1ccc(-c2ccc(CN3Cc4ccccc4-n4nncc4C3)cc2)cc1 | -0.7% | · | 1.1% | ·
COc1ccc(OC(=O)N(C)C[C@@H]2OCc3cnnn3CCCC(=O)N([C@@H](C)CO)C[C@H]2C)cc1 | -3.1% | · | 10.2% | ·
NC(Cc1ccccc1Cl)c1nn[nH]n1 (stereo not drawn) | -6.1% | · | 4.8% | ·
COc1ccc(C(=O)CC(c2ccc3c(c2)OCO3)c2c(O)c3ccccc3oc2=O)cc1OC (stereo not drawn) | 9.4% | · | 4.8% | ·
O=C(NCC1=C(c2cccc3ccccc23)C[C@@H]2CC[C@H]1N2Cc1ccco1)c1cccs1 | -55.1%[inhibitor] | · | -43.4% | ·
Cc1nn(CC(C)C)c(Cl)c1C(=O)NC1CCCC1 | -10.1% | · | 20.1% | ·
Cc1ccc(C(C#N)=Cc2ccc3c(c2)OCO3)cc1 | -45.5%[inhibitor] | · | ? | ·
COC(=O)C1=C(c2ccc(OCc3ccccc3)cc2)C[C@@H]2CC[C@H]1N2C(=O)NCc1ccccc1OC | -38.5% | · | -36.8% | ·
C[C@@H]1CN([C@H](C)CO)C(=O)CCCn2cc(nn2)CO[C@H]1CN(C)C(=O)Oc1ccc2ccccc2c1 | -1.9% | · | -12.8% | ·
CCCCOC1OCN(C2CCCCC2)CC1(C)C (stereo not drawn) | 15.4% | · | -0.4% | ·
O=C(Nc1ccc(F)cc1)N1Cc2ccccc2-n2nncc2C1 | 3.3% | · | -11.3% | ·
CC(=O)C1CCC2C3CCC4CC(O)CCC4(C)C3CCC12C#N (stereo not drawn) | -0.6% | · | 8.6% | ·
O=C(NCC1=C(c2ccc3ccccc3c2)C[C@@H]2CC[C@H]1N2Cc1ccco1)c1cccs1 | -47.7%[inhibitor] | · | -28.7% | ·
O=C1NC(=O)C(C2CCOC2=O)N1 (stereo not drawn) | -25.5% | · | 4.0% | ·
CC=CC(C)=CC(C)C(=O)CC(O)CC1CC(=O)NC(=O)C1 (stereo not drawn) | -10.7% | · | -5.1% | ·
C[C@H](CO)N1C[C@H](C)[C@H](CN(C)C(=O)Oc2ccccc2)OCc2cnnn2CCCC1=O | -18.6% | · | -3.2% | ·
CS(=O)(=O)c1ccc(C2=C(CNC(=O)c3nccs3)[C@H]3CC[C@@H](C2)N3Cc2ccccc2)cc1 | -15.9% | · | -9.9% | ·
COC(=O)C1=C(c2ccc(OCc3ccccc3)cc2)C[C@@H]2CC[C@H]1N2C(=O)NCc1ccccc1C(F)(F)F | -29.5% | · | -12.9% | ·
COc1ccc(NC(=S)N2Cc3ccccc3-n3nncc3C2)c(OC)c1 | 11.8% | · | 5.0% | ·
COc1ccc(CCNC2(C#N)CCCCC2)cc1OC | -10.9% | · | 3.5% | ·
O=C1CCC2(O)C3Cc4ccc(O)c5c4C2(CCN3Cc2ccoc2)C1O5 (stereo not drawn) | -0.5% | · | 5.3% | ·
COc1cc(C(=O)N2Cc3ccccc3-n3nncc3C2)cc(OC)c1OC | 6.0% | · | -15.1% | ·
C#CCN(C[C@@H]1[C@@H](OC(=O)Nc2c(C)noc2C)[C@@H](OC(=O)Nc2c(C)noc2C)Cn2c(=O)n(CCCCCC)c(=O)n21)S(=O)(=O)c1ccc(C)cc1 | -42.5%[inhibitor] | · | -49.5% | ·
COC(=O)C1=C(c2ccc(OCc3ccccc3)cc2)C[C@@H]2CC[C@H]1N2C(=O)NCc1ccc(C(C)(C)C)cc1 | -39.3% | · | · | ·
CCNC(=O)N1Cc2ccccc2-n2nncc2C1 | 9.0% | · | 0.4% | ·
Clc1cccc(NC2=NCCS2)c1 | -5.1% | · | 25.1% | ·
COc1ccc(OC(=O)N(C)C[C@@H]2OCc3cnnn3CCCC(=O)N([C@H](C)CO)C[C@@H]2C)cc1 | 19.8% | · | 6.2% | ·
O=[N+]([O-])c1ccc(N2CCOCC2)c2c1no[n+]2[O-] | -67.9%[inhibitor] | · | -74.1% | ·
Cc1ccc(S(=O)(=O)N(C)C[C@@H]2OCc3ccccc3-c3c(n(C)c4ccccc34)C(=O)N([C@H](C)CO)C[C@@H]2C)cc1 | -59.1%[inhibitor] | · | -60.8% | ·
Cc1nc2ccccc2c(=O)n1-c1c(Cl)cccc1Cl | -4.9% | · | -35.2% | ·
N[C@H](CO)Cc1ccccc1 | · | -2.1% | 3.0% | -6.7%
NNCc1ccccc1 | · | -2.3% | ? | 0.9%
CC(=O)OC1CC(OC2C(O)CC(OC3C(O)CC(OC4CCC5(C)C(CCC6C5CC(O)C5(C)C(C7=CC(=O)OC7)CCC65O)C4)OC3C)OC2C)OC(C)C1OC1OC(CO)C(O)C(O)C1O (stereo not drawn) | · | 13.8% | -63.1%&-13.1% | -1.2%
CC[C@@H](CO)NC(=O)[C@@H]1C=C2c3cccc4[nH]cc(c34)C[C@H]2N(C)C1 | · | -5.8% | 14.4% | -8.5%
CCOC(=O)C1C(OC(=O)c2ccccc2)CC2CCC1N2C (stereo not drawn) | · | 5.4% | 13.9% | -1.2%
O=c1ccc2cc(O[C@@H]3O[C@H](CO)[C@@H](O)[C@H](O)[C@H]3O)c(O)cc2o1 | · | -21.6% | 0.0% | -6.0%
COC(=O)NC(=S)Nc1ccccc1NC(=S)NC(=O)OC | · | -3.6% | -19.6% | -0.4%
COc1ccc2c(c1O)-c1cccc3c1[C@@H](C2)N(C)CC3 | · | -8.0% | 6.7% | 0.3%
C[C@@H]1C(=O)O[C@H]2[C@H](O)[C@]34[C@@H]5OC(=O)[C@]3(OC3OC(=O)[C@H](O)C34[C@H](C(C)(C)C)[C@@H]5O)[C@@]12O (stereo partly drawn) | · | 7.4% | -6.7% | 1.4%
Cc1nc(-c2ccc(Cl)cc2)sc1C1(C)CC(c2ccccc2)=NO1 (stereo not drawn) | 34.2% | 1.2% | 11.2µM* | ·
COC(=O)C1=C(c2cccc(OC)c2OC)C[C@@H]2CC[C@H]1N2C(=O)N1CCCCC1 | 0.0% | -0.1% | -5.3% | ·

15 entries from above, ordered by length of the SMILES, ascending.
SMILES | a7 integrin act | TCR act | BRCA1 expr act | PTAP TSG101 blk
NNCc1ccccc1 | · | -2.3% | ? | 0.9%
N[C@H](CO)Cc1ccccc1 | · | -2.1% | 3.0% | -6.7%
Clc1cccc(NC2=NCCS2)c1 | -5.1% | · | 25.1% | ·
Cc1nc2ccccc2c(=O)n1-c1c(Cl)cccc1Cl | -4.9% | · | -35.2% | ·
COC(=O)NC(=S)Nc1ccccc1NC(=S)NC(=O)OC | · | -3.6% | -19.6% | -0.4%
CCOC(=O)C1C(OC(=O)c2ccccc2)CC2CCC1N2C (stereo not drawn) | · | 5.4% | 13.9% | -1.2%
COc1ccc2c(c1O)-c1cccc3c1[C@@H](C2)N(C)CC3 | · | -8.0% | 6.7% | 0.3%
O=[N+]([O-])c1ccc(N2CCOCC2)c2c1no[n+]2[O-] | -67.9%[inhibitor] | · | -74.1% | ·
Cc1nc(-c2ccc(Cl)cc2)sc1C1(C)CC(c2ccccc2)=NO1 (stereo not drawn) | 34.2% | 1.2% | 11.2µM* | ·
COC(=O)C1=C(c2cccc(OC)c2OC)C[C@@H]2CC[C@H]1N2C(=O)N1CCCCC1 | 0.0% | -0.1% | -5.3% | ·
O=c1ccc2cc(O[C@@H]3O[C@H](CO)[C@@H](O)[C@H](O)[C@H]3O)c(O)cc2o1 | · | -21.6% | 0.0% | -6.0%
COc1ccc(OC(=O)N(C)C[C@@H]2OCc3cnnn3CCCC(=O)N([C@H](C)CO)C[C@@H]2C)cc1 | 19.8% | · | 6.2% | ·
Cc1ccc(S(=O)(=O)N(C)C[C@@H]2OCc3ccccc3-c3c(n(C)c4ccccc34)C(=O)N([C@H](C)CO)C[C@@H]2C)cc1 | -59.1%[inhibitor] | · | -60.8% | ·
C[C@@H]1C(=O)O[C@H]2[C@H](O)[C@]34[C@@H]5OC(=O)[C@]3(OC3OC(=O)[C@H](O)C34[C@H](C(C)(C)C)[C@@H]5O)[C@@]12O (stereo partly drawn) | · | 7.4% | -6.7% | 1.4%
CC(=O)OC1CC(OC2C(O)CC(OC3C(O)CC(OC4CCC5(C)C(CCC6C5CC(O)C5(C)C(C7=CC(=O)OC7)CCC65O)C4)OC3C)OC2C)OC(C)C1OC1OC(CO)C(O)C(O)C1O (stereo not drawn) | · | 13.8% | -63.1%&-13.1% | -1.2%

From PubChem BioAssay
